# Screening data as filed in PubChem BioAssay.
# EBI2 antag = blocks human EBI2 receptor beta-arrestin signaling; P32249; EBI2 beta-arrestin recruitment, luminescence, 7a,25-OHC stimulated; inhibition, % at 5 µM; hit rate 0.81% among 360,000; AID 651636; in the data active means inhibition above about 38%;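 further: enzyme fragment complementation signal reports receptor beta-arrestin coupling in cells; 0% = agonist plus DMSO wells and 100% = wells without agonist; some results beyond the cut were filed as inactive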
# Target sequence (P32249 whole entry, looked up, the tested form may be a part): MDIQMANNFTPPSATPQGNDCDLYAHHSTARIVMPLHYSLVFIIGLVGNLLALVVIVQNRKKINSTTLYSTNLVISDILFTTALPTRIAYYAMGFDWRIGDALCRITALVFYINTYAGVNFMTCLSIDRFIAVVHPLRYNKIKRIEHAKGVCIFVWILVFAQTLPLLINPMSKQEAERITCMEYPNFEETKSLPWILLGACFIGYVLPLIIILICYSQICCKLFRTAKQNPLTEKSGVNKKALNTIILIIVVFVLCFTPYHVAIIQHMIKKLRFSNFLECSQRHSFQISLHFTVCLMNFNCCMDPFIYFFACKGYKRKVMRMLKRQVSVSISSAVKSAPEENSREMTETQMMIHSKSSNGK
# Gli-Sufu antag = antagonists of Gli-Sufu signaling | hit rate 0.74% among 340,000 | inhibition, % at 5 µM | Sufu-KO-LIGHT fibroblasts, Gli luciferase reporter luminescence;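 active means inhibition above about 55%, limit read from the data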;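 further: 0% = DMSO-treated cells and 100% = wells with medium but no cells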
# CXCR6 block = blocks human CXCR6 beta-arrestin recruitment | inhibition, % at 20 µM | hit rate 0.36% among 360,000 | CHO-K1 PathHunter CXCR6 beta-arrestin, luminescence | O00574; in the data active means inhibition above about 34%, passing the limit was not always enough;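 further: antagonist mode with CXCL16 agonist at 10 nM final; 0% = 10 nM CXCL16 with DMSO and 100% = unstimulated wells without agonist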
# Target sequence (O00574 whole entry, looked up): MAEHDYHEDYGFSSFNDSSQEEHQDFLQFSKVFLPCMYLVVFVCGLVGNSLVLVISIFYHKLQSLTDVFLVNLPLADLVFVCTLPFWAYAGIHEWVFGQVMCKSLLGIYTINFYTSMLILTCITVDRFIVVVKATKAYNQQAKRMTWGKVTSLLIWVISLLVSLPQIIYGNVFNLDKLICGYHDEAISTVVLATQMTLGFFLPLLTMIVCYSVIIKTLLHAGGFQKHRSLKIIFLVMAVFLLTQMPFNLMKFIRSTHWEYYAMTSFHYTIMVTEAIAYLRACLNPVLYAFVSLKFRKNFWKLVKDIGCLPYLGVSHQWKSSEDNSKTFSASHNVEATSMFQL
# CCR6 antagonist = CCR6 (human) receptor antagonism; CHO-K1 CCR6 PathHunter beta-arrestin, luminescence, CCL20-stimulated; AID 493098; P51684; inhibition, % at 20 µM; hit rate 0.49% among 340,000;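 active means compounds whose inhibition of the agonist-driven luminescence signal at 20 µM reaches about 50%, limit read from the data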;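 further: cells stimulated with CCL20 at 14 nM final; plate controls were DMSO with CCL20 for no effect and DMSO without agonist for full effect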
# APJ antag = blocks the human apelin receptor APJ; P35414; CHO-K1 APJ beta-arrestin complementation, luminescence; inhibition, % at 20 µM; hit rate 0.32% among 330,000; AID 2521;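 active means inhibition above about 40% at 20 µM, limit read from the data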;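 further: cells challenged with 10 nM apelin-13 agonist together with compound; plate controls were apelin-13 plus DMSO wells for no effect and DMSO wells lacking apelin-13 for full effect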
# 697 NFkB inh = lowers PMA/ionomycin-induced NF-kB signal in 697 B cells; 697 B-cell NF-kB luciferase reporter, 16 h; hit rate 0.33% among 330,000; inhibition, % at 4 µM; AID 435022; in the data active means inhibition above about 35%
# Jurkat NFkB inh = inhibitors of the PMA/ionomycin-induced NF-kB reporter in Jurkat cells | PMA/ionomycin-induced NF-kB luciferase reporter, luminescence | inhibition, % at 4 µM | hit rate 0.53% among 330,000; in the data active means inhibition above about 50%
# UBC13 inh = blocks human UBC13 polyubiquitin chain formation. P61088. TR-FRET. inhibition, % at 20 µM. hit rate 0.47% among 330,000. AID 485273; in the data active means inhibition above about 45%, passing the limit was not always enough
# Target sequence (P61088 whole entry, looked up): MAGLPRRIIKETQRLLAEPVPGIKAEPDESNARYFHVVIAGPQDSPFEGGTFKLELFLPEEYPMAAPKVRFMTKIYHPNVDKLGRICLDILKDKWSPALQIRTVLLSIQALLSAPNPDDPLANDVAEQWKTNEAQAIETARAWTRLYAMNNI
# An asterisk follows results filed as active; nt = no result given.
SMILES,EBI2 antag,Gli-Sufu antag,CXCR6 block,CCR6 antagonist,APJ antag,697 NFkB inh,Jurkat NFkB inh,UBC13 inh
CC(C)Oc1ccccc1/C=N/NC(=O)c1ccc(F)cc1,-13.9,5.8,-6.6,-5.0,-2.5,15.5,8.1,-3.8
COC(CNC(=O)c1ccc2c(c1)nc(C)n2-c1cccc(C)c1)OC,-1.6,0.9,2.0,-0.8,-2.4,8.3,-6.5,6.0
CCC(=O)Oc1ccc(C(=O)Nc2c[nH]c(=O)[nH]c2=O)cc1,-6.2,-3.3,-1.9,10.0,6.0,-29.6,5.0,1.5
COc1cccc(NC(=O)Cn2c(=O)c3c(ncn3Cc3ccccc3)n(Cc3ccccc3)c2=O)c1,5.5,4.0,0.1,14.8,-6.6,-2.1,-13.6,-13.2
COC(=O)COc1ccc(-c2nccc(-c3ccccn3)n2)cc1,-2.3,29.1,-10.0,1.9,9.8,33.1,15.3,3.7
NS(=O)(=O)c1ccc(CNC(=O)c2cccc(S(=O)(=O)N3CCc4ccccc43)c2)cc1,2.6,17.5,-11.2,19.7,-16.1,5.9,6.8,-8.9
COc1cccc(C(=O)COC(=O)c2ccc(NC(=O)c3ccccc3)cc2)c1,-4.6,-0.5,-2.5,5.9,7.0,1.7,-3.3,-10.8
N#Cc1ccccc1OCC(=O)Nc1ccc2c(c1)OCCCO2,3.8,12.6,-1.2,11.3,-7.0,-31.0,-68.7,-0.4
O=C(Cn1cc[n+](CC(=O)c2ccccc2)c1)c1ccccc1,6.4,4.8,-3.3,-1.4,-0.1,13.8,-8.0,10.5
O=C(Nc1ccccc1N1CCOCC1)c1ccc2c(c1)OCO2,0.1,-5.4,6.6,1.8,0.5,14.0,6.4,2.9
CCc1c(C#N)c(SCCC(=O)Nc2cccc(OC)c2)nc2c1C(=O)CC(C)(C)C2,12.4,-3.4,9.5,15.2,-27.3,6.3,-3.0,-5.5
O=[N+]([O-])c1ccc(N2CCN(S(=O)(=O)c3ccccc3)CC2)cc1NCc1cccnc1,2.2,15.5,22.6,18.8,-4.8,9.1,-1.3,-14.4
COc1cccc(C2=CC(=O)C[C@H](c3ccc(Cl)cc3)C2)c1OC,62.1*,0.3,10.4,14.0,-4.5,-2.1,13.2,23.1
O=C(N[C@H]1C/C=C\C(c2ccc(F)cc2)N(Cc2ccccc2)C(=O)C1)OCC1c2ccccc2-c2ccccc21 (stereo partly specified),-8.4,-3.9,-8.9,17.3,nt,4.6,nt,nt
COc1ccccc1N1CCN(c2ncnc3nc[nH]c23)CC1,-4.4,11.1,-1.2,1.8,-7.2,10.4,-9.2,27.8
CCS(=O)(=O)N1N=C(c2ccccc2)CC1c1ccc2nccnc2c1 (stereo unspecified),-1.0,3.2,-3.2,3.6,-13.1,-33.5,18.0,-1.0
CCOC(=O)c1cnc2ccc(OC)cc2c1Nc1ccc(N2CCN(C)CC2)cc1,41.1*,16.9,-7.5,16.6,11.4,3.5,-0.6,17.4
CCOC(=O)c1[nH]c(C)c(C(=O)NCCCOC(C)C)c1C,-17.6,2.3,-1.7,-3.6,-3.0,14.0,-5.2,6.8
COCCCNCCCCOc1ccc(Br)cc1Cl,-9.9,15.7,-2.8,3.9,5.3,-8.2,7.1,-0.7
Cc1cccc2cc(C#N)c(N3CCN(C)CC3)nc12,-4.0,15.2,2.4,1.3,15.8,4.1,-7.4,4.6
CN1CCN(c2ccccc2NC(=O)c2ccc(-c3ccc(Cl)cc3Cl)o2)CC1,34.9,9.3,7.2,3.5,5.4,-8.2,14.6,32.5
C=CCn1c(SCC(=O)Nc2sc(C)c(C)c2C(=O)OCC)nnc1-c1sc(N)nc1C,-7.9,1.9,7.8,-9.5,-18.3,-20.8,-7.0,4.8
COc1ccc(N(CC(=O)Nc2cccc(C)c2)S(=O)(=O)c2c(C)n[nH]c2C)cc1,8.2,3.2,-0.1,1.5,-14.0,-29.6,-21.9,-23.5
CCNC(=O)c1sc(=S)n(CC)c1N,-12.6,8.2,-13.0,-17.0,23.6,24.0,-6.2,-7.4
CCCCC(=O)NC(=S)Nc1ccc(S(=O)(=O)N2CCCC2)cc1,-5.7,-0.1,3.2,24.6,15.2,-1.8,9.4,4.1

# Five structures from above, arranged by number of heavy atoms, rising:
SMILES,EBI2 antag,Gli-Sufu antag,CXCR6 block,CCR6 antagonist,APJ antag,697 NFkB inh,Jurkat NFkB inh,UBC13 inh
Cc1cccc2cc(C#N)c(N3CCN(C)CC3)nc12,-4.0,15.2,2.4,1.3,15.8,4.1,-7.4,4.6
CCC(=O)Oc1ccc(C(=O)Nc2c[nH]c(=O)[nH]c2=O)cc1,-6.2,-3.3,-1.9,10.0,6.0,-29.6,5.0,1.5
COc1ccccc1N1CCN(c2ncnc3nc[nH]c23)CC1,-4.4,11.1,-1.2,1.8,-7.2,10.4,-9.2,27.8
O=C(Nc1ccccc1N1CCOCC1)c1ccc2c(c1)OCO2,0.1,-5.4,6.6,1.8,0.5,14.0,6.4,2.9
C=CCn1c(SCC(=O)Nc2sc(C)c(C)c2C(=O)OCC)nnc1-c1sc(N)nc1C,-7.9,1.9,7.8,-9.5,-18.3,-20.8,-7.0,4.8

# Next compounds follow.
SMILES,EBI2 antag,Gli-Sufu antag,CXCR6 block,CCR6 antagonist,APJ antag,697 NFkB inh,Jurkat NFkB inh,UBC13 inh
COc1ccc2c(c1)c(CC(=O)Nc1cccc(S(N)(=O)=O)c1)c(C)n2C(=O)c1ccc(Cl)cc1,13.4,-0.2,7.4,13.0,13.4,-5.6,-9.0,-4.8
Cc1cc(OCCCCNC(C)C)cc(C(C)C)c1,4.6,4.6,-2.3,22.1,1.4,7.7,9.7,17.0
O=C(O)c1cccc(S(=O)(=O)Nc2ccc(Oc3ccccc3)cc2)c1,13.2,-10.5,0.2,-3.0,-8.8,17.2,9.5,-11.3
Cc1cnn(CCC(=O)NNC(=S)NCC(C)C)c1,-4.5,0.8,-4.8,5.4,11.7,5.5,-0.8,-9.2
CCN(C(=O)Cn1cc(C(F)(F)F)ccc1=O)c1c(N)n(Cc2ccccc2)c(=O)[nH]c1=O,-12.6,2.0,-1.9,4.3,24.2,7.8,-1.4,-7.5
O=C(CCCCl)NC(=S)Nc1ccc(CN2CCOCC2)cc1,3.5,-14.9,-1.7,5.8,7.8,-5.1,2.6,5.8
COC(=O)c1ccc(Cn2nc(-c3ccc(C)c(C)c3)ccc2=O)cc1,-7.2,23.0,3.0,2.4,-10.7,-21.7,12.3,-4.6
CCOc1ccc(C2c3cc(OC)c(OC)cc3CC(=O)N2c2ccccc2)cc1 (stereo unspecified),9.6,0.9,1.3,-9.9,6.7,11.1,-11.7,-5.6
O=C(Cn1c(=O)oc2cc(S(=O)(=O)N3CCCC3)ccc21)NC1CCCc2ccccc21 (stereo unspecified),6.3,18.2,6.4,12.8,21.9,18.6,-1.1,-15.6
Cc1ccc(C)c(N2CCN(C(=O)CCS(=O)(=O)c3ccc4c(c3)oc(=O)n4C)CC2)c1,1.9,7.6,1.9,-10.0,-20.0,-25.3,13.5,9.0
COc1ccccc1OCC(=O)Nc1ccc(Cl)cc1,-9.8,-8.2,-8.7,-4.2,13.3,0.4,-22.1,-6.8
C/C(=N/OCO/N=C(/C)c1ccc(F)cc1)c1ccc(F)cc1,8.0,1.4,-3.1,24.9,-12.5,-125.9,-4.4,6.6
Cc1ccc2cc3c(NC(=O)c4ccco4)nn(C)c3nc2c1,-19.5,23.3,4.3,-0.3,-6.4,-41.4,-3.7,-10.9
COc1ccccc1NC(=O)CCN1C(=O)/C(=C\c2cc(OC)c(OC)c(OC)c2)SC1=S,4.7,0.8,10.7,13.8,14.8,-18.7,13.2,-12.2
O=C(O)C[C@H]1c2ccc(C(F)(F)F)cc2S(=O)(=O)N1C1CCCCC1,-5.3,-4.4,-8.2,3.0,-61.7,11.5,9.4,2.1
CCN(CC)c1ccc(-c2nn3c(-c4ccccc4OC)nnc3s2)cc1,-11.1,38.9,-2.8,-10.4,-1.7,-119.2,78.9*,18.0
O=C(Nc1ccc2c(c1)CCCN2C(=O)c1cccs1)c1ccccc1,1.2,-30.0,-10.9,17.8,-9.8,-54.2,-45.9,-1.9
CCS(=O)(=O)N1Cc2ccccc2CC1C(=O)Nc1nnc(C2CC2)s1 (stereo unspecified),-0.7,-9.0,0.6,6.0,-6.5,1.4,0.3,-14.4
Cc1ccc(C(=O)NCCc2cc3ccc(C)c(C)c3[nH]c2=O)cc1[N+](=O)[O-],2.8,4.3,-7.6,5.3,-1.3,12.6,5.6,-5.3
CC(=O)NCCC(=O)Nc1nc(-c2cccs2)c(-c2cccs2)s1,-8.9,50.4,13.9,12.5,-3.0,-18.9,6.3,-7.2
O=C(CCN1C(=O)/C(=C/c2cccs2)SC1=S)Nc1cccc(O)c1,5.4,48.5,13.0,22.7,9.8,14.1,16.7,0.3
O=C(N/N=C/c1ccc(F)cc1)c1cc(-c2ccc3c(c2)OCO3)n[nH]1,-9.7,-11.1,-3.7,-2.3,2.7,-11.1,-10.1,1.6
O=C(CCN1C(=O)c2ccccc2C1=O)NCCC1=CCCCC1,-2.3,3.5,0.7,1.2,-24.9,8.2,2.2,3.6
CCOc1cc(/C=N/n2cnnc2)ccc1OS(=O)(=O)c1ccc(C)cc1,-4.0,1.1,-5.2,5.2,3.3,2.8,20.1,7.9
N#Cc1ccc(C(=O)OCC(=O)NC(=O)NCc2ccccc2)cc1,-5.6,-3.3,-7.8,8.5,10.8,12.7,7.5,2.2

# Continued:
SMILES,EBI2 antag,Gli-Sufu antag,CXCR6 block,CCR6 antagonist,APJ antag,697 NFkB inh,Jurkat NFkB inh,UBC13 inh
O=C(CCOc1cccc(Br)c1)NNC(=O)COc1ccc(F)cc1,4.7,-8.0,-3.3,5.6,2.9,5.6,9.5,1.1
Cc1ccc(C2(SCC(N)C(=O)O)c3ccccc3-c3ccccc32)cc1 (stereo unspecified),10.2,-33.2,5.5,4.4,nt,nt,nt,nt
CN1CCN(c2nc3ccccc3nc2C(C#N)S(=O)(=O)c2ccccc2)CC1 (stereo unspecified),nt,4.7,nt,4.7,-14.5,1.5,-2.7,3.8
N=c1ncn(CC(O)CN2CCOCC2)c2nc(N3CCOCC3)[nH]c12 (stereo unspecified),0.1,-1.9,-1.0,0.7,26.1,11.7,2.5,5.9
O=C(CCS(=O)(=O)c1ccccc1)Nc1ccccc1F,-1.3,-13.0,-10.3,28.7,8.3,17.2,-1.8,-1.8
CC1=C(C(=O)N(C)C)C(c2ccccc2OC(F)F)NC(=O)N1 (stereo unspecified),-7.0,-0.1,-4.8,4.8,29.4,0.2,12.5,4.1
COc1cccc(OC)c1NC(=O)Cn1nc(-c2ccc3c(c2)OCCO3)ccc1=O,4.2,-25.4,-5.3,-5.8,-20.5,12.2,-4.6,9.1
CC(=O)Oc1ccc(-c2cccc(C(=O)OCC(=O)Nc3ccccc3Oc3ccccc3)c2)cc1,25.9,-25.8,5.8,15.7,-16.4,-4.9,-11.4,-0.6
O=C(Nc1sc2c(c1C(=O)O)CCC2)c1cccs1,-7.5,-15.3,5.6,-4.2,6.0,-30.5,-20.9,-5.5
O=c1c2c(nc3n1CCCCC3)sc1c(O)c(Br)ccc12,-5.0,-21.3,-5.0,-9.0,12.8,-88.3,-75.5,6.2
O=C(COc1ccccc1)Nc1cc(NC(=O)COc2ccccc2)cc(C(=O)O)c1,-2.2,0.1,-9.6,0.5,24.3,8.0,2.8,0.7
COc1cccc(OCc2nn3c(=O)c(-c4ccccc4)nnc3s2)c1,-13.1,-3.4,6.5,3.7,nt,nt,nt,nt
COC(=O)c1ccc(C)c(NC(=O)CN(c2ccc3c(c2)OCO3)S(C)(=O)=O)c1,10.8,-2.5,-8.2,0.6,3.0,16.0,-15.9,3.4
CCc1cccc(C)c1NC(=O)COC(=O)Cn1c(C)csc1=O,-6.2,-2.4,6.6,0.2,8.1,8.9,1.6,-3.5
O=C(c1cccc(C(=O)N2CCc3ccccc32)n1)N1CCc2ccccc21,3.4,3.5,0.6,2.0,-15.6,-13.1,-4.7,-8.3
C=C(C)Cn1c(NCCC)nc2c1c(=O)n(C)c(=O)n2C,-0.5,6.0,1.7,-2.3,-7.6,0.3,-2.6,-1.4
O=C(Nc1ccccc1N1CCCCC1)c1ccc2nccnc2c1,18.5,6.7,7.1,24.1,15.3,-52.2,-12.4,-8.8
O=C(Cn1c2ccccc2c(=O)c2cc([N+](=O)[O-])ccc21)Nc1ccccc1Cl,14.6,4.9,14.3,11.3,3.9,0.1,-1.6,-31.0
